# HTR5A ag ctr – HTR5A agonism, opioid heterodimer counter-screen. actives 0.61% (n = 340,000). HTR5A agonist assay, luminescence, cell-based. activation, % at 9.3 µM. AID 504692; in the data active means activation mostly above about 9.5%, no sharp cut-off; inactive means mostly below about 7.6%;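 further: 0% = cells with vehicle only and 100% = reference agonist; strong numbers were not always called active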
# Target sequence (P47898 whole entry, looked up): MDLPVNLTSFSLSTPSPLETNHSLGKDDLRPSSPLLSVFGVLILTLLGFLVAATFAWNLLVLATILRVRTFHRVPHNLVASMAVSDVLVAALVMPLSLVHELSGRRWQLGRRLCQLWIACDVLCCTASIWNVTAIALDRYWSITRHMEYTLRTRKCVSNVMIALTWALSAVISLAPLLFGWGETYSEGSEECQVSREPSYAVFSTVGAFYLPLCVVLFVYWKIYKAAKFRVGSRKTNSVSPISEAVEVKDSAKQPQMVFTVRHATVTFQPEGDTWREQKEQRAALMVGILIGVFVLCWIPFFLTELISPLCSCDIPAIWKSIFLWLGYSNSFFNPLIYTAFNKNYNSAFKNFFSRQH
# Rtt109 HAT inh – inhibitors of Candida albicans Rtt109/Vps75 histone acetyltransferase | Q5AAJ8 | purified Rtt109/Vps75, ThioGlo CoA-SH fluorescence, 4 h | inhibition, % at 34.9 µM | actives 0.16% (n = 330,000);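 active means inhibition of at least 50% in every replicate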
# Target sequence (Q5AAJ8 whole entry, looked up): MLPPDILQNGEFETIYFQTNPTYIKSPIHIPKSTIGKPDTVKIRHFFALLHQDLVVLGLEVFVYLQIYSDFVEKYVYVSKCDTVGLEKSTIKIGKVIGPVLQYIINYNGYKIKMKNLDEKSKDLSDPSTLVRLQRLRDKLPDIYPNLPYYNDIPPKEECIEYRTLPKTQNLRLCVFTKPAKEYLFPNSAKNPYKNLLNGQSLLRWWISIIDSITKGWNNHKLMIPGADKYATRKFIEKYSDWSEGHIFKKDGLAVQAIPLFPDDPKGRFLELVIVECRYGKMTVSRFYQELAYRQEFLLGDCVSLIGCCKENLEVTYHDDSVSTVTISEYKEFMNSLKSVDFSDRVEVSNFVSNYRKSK
# MITF act – activators of MITF-driven TRPM1 promoter activity in SK-MEL-5 cells; SK-MEL-5 TRPM1-promoter luciferase, 24 h; % of positive control, neutral wells = 0; activation, % at 12.5 µM; actives 0.75% (n = 300,000); AID 588334;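 active means mean activation of at least 80% with every replicate also reaching 80%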;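 further: 0% = neutral control wells and 100% = parthenolide positive control wells; values of inactives mirror those of a sister screen read the other way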
# Wnt act – Wnt/beta-catenin pathway activation; Wnt/beta-catenin reporter cell assay, activator, plate reader; activation, % at 9.35 µM; actives 1.2% (n = 300,000); in the data active means activation above about 30%, passing the limit was not always enough;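 further: 0% = neutral control wells and 100% = positive control wells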
# SR-BI DiI inh – blocks mouse SR-BI lipid uptake from DiI-HDL; Q61009; inhibition, % at 12.5 µM; ldlA[mSR-BI] CHO cells, DiI-HDL uptake fluorescence, 3 h; actives 0.96% (n = 320,000);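 active means mean replicate inhibition of at least 70% and a set share of replicates each scoring 70 or more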;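 further: 0% = median of neutral control wells and 100% = median of positive control wells; values of inactives mirror those of a sister screen read the other way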
# SR-BI uptake up – activators of SR-BI mediated HDL lipid uptake. CHO ldlA[mSR-BI] cells, DiI-HDL uptake fluorescence, 3 h; 100 = double the neutral-control signal. activation, % at 12.5 µM. actives 0.096% (n = 320,000);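 active means mean replicate activation of at least 60% and every replicate at or above 60%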;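 further: 0% = median plate neutral-control signal and 100% = twice that signal; values of inactives mirror those of a sister screen read the other way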
#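 Test system: SR-BI-overexpressing, LDLR-lacking CHO cells; Medium: Ham's F12 with 0.5% BSA, HEPES 25 mM, pH 7.4; Schedule: 3 h, 37 °C; Technique: bottom-read fluorescence, 550/595 nm.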
# RTF Ca sens act – increases calcium sensitivity of human cardiac regulated thin filaments; P19429+P45379; IANBD-labeled TnC RTF fluorescence at EC20 calcium; 0% EC20 calcium, 100% full calcium; activation, % at 7.2 µM; actives 0.24% (n = 340,000); AID 493008;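 active means activation above the mean over all tested compounds plus 3 SD, cut at about 30% in these data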;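 further: rise in fluorescence read as greater calcium sensitivity of cardiac thin filaments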
# dFosB activator – mouse delta FosB homodimer activation. AID 493131. purified delta FosB, TAMRA-CDK5 oligo fluorescence polarization; percent of positive-control signal above neutral wells. activation, % at 25 µM. actives 0.99% (n = 340,000);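 active means mean activation above about 17%, with every replicate also reaching it, limit read from the data, passing the limit was not always enough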;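 further: fluorescence polarization rise as delta FosB binds a TAMRA Cdk5 AP-1 oligo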
# Target sequence (P13346 whole entry, looked up): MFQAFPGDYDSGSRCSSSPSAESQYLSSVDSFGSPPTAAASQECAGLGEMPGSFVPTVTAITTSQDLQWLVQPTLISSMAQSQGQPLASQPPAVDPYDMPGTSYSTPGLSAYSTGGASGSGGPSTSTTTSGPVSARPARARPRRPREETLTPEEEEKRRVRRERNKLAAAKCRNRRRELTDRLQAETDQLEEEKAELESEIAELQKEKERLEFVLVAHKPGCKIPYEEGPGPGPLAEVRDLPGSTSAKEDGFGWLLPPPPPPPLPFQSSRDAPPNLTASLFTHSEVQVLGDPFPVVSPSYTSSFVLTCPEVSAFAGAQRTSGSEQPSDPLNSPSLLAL
# PvdQ acylase – P. aeruginosa PvdQ acylase inhibition | actives 0.063% (n = 340,000) | AID 488965 | purified PvdQ acylase, fluorescence plate reader | inhibition, % at 10 µM; in the data active means inhibition above about 30%, passing the limit was not always enough;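 further: 0% = vehicle neutral wells and 100% = reference inhibitor wells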
# CDK5 inh – blocks human CDK5/p35 kinase activity. inhibition, % at 10 µM. Q00535+Q15078. Recombinant CDK5/p35, ADP-Glo luminescence, 60 min. actives 0.01% (n = 330,000);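 active means highest replicate inhibition of at least 50% and at least 75% of replicates reaching 50%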;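 further: plate controls were DMSO neutral control for no effect and GW8510 at 10 µM for full effect; many of its hits are not listed in these tables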
# The depositor's hits bear a star; / = not tested or not shown.
SMILES,HTR5A ag ctr,Rtt109 HAT inh,MITF act,Wnt act,SR-BI DiI inh,SR-BI uptake up,RTF Ca sens act,dFosB activator,PvdQ acylase,CDK5 inh
CCN(CCn1cccn1)Cc1c(C(=O)N2CCCCCCC2)nc2ccc(Cl)cn12,1,0,-7,-2,-14,14,-3,-5,-2,-1.5
COc1ccc(CNC(=O)C2CCN(C(=O)c3sccc3-n3cccc3)CC2)cc1,2,-6,12,-4,57,-57,-1,0,-8,-4.6
CCCc1cc(=O)oc2c(C)c(OC(C)C(=O)NCc3ccccn3)ccc12 (stereo not drawn),-2,-4,-7,-1,68,-68,-3,-16,-4,0.3
CC(=O)NCC(=O)OCC(=O)c1ccc(C)cc1,1,0,-3,/,/,/,3,-2,-11,-0.5
c1ccc(Cc2nn3c(Cn4cnc5ccccc54)nnc3s2)cc1,6,/,2,/,-12,12,6,-9,1,-1.5
CCOc1ccccc1OCCCC(=O)Nc1cccc(S(=O)(=O)N2CCOCC2)c1,3,7,-1,-5,61,-61,3,-10,-10,-1.8
Cc1cccc(-n2nnc3c(=O)n(Cc4ccccn4)cnc32)c1,-3,5,4,-1,-21,21,2,-6,8,3.4
COc1ccc(C(=O)OCC(=O)N2CCC(C)CC2)cc1S(=O)(=O)N1CCOCC1,1,-18,-7,4,-18,18,6,-8,-5,0.7
N#Cc1c2n(c(=S)n(-c3ccccn3)c1=O)CCCCC2,5,8,/,0,2,-2,6,2,11,1.3
COCC(C)n1c(C)cc(C(=O)CN2C(=O)NC3(CCCCC3C)C2=O)c1C (stereo not drawn),6,0,8,7,-17,17,-3,-4,-15,1.7
O=C(COC(=O)C1CCN(S(=O)(=O)c2cc([N+](=O)[O-])ccc2Cl)CC1)Nc1ncc(Cl)cc1Cl,3,5,/,-3,19,-19,3,-9,-7,1.1
Cc1nc2nc(C)c(CCC(=O)NCCC3=CCCCC3)c(C)n2n1,1,6,-1,/,-24,24,-2,4,-5,-1.4
CC(C)Cn1c(-c2csc3ccccc23)n[nH]c1=S,0,-22,0,/,3,-3,5,-10,-20,1.8
CCCn1c(SCC(=O)Nc2nnc(-c3ccccc3)s2)nnc1-c1ccccn1,-4,12,11,-4,/,/,-9,-9,14,-1.3
COc1cc(CNCc2ccco2)cc(OC)c1O,-6,8,0,2,1,-1,5,6,3,0.6
CCc1ccccc1OCC(=O)Nc1cccc(S(=O)(=O)NC2=NCCCCC2)c1,2,3,6,-2,6,-6,4,-10,-5,0.7
CCn1c(COc2ccccc2)nnc1SCC(=O)Nc1cc(OC)ccc1OC,-1,/,/,-1,54,-54,1,-14,-8,0.8
CN(C(=O)COC(=O)COc1ccc(Cl)cc1)C1CCCCC1,-5,3,1,/,/,/,1,-2,-19,-3.6
CCc1cc(Br)ccc1NC(=S)NCCc1ccccc1,-1,-3,10,-1,76*,-76,1,-7,-18,-4.0
COc1cc(NC(=O)Cn2cnc3sc(C)c(S(=O)(=O)N4CCOCC4)c3c2=O)cc(OC)c1OC,1,-20,0,-2,/,/,-5,-6,-12,-0.4
COc1ccc(C(NC(C)=O)c2cc(Cl)c3cccnc3c2O)cc1 (stereo not drawn),-4,-3,/,-6,-7,7,-3,-3,-26,-3.9
O=C(CN1CCN(C(=S)NC2CCCC2)CC1)Nc1ccc(Oc2ccccc2)cc1,7,-5,-4,/,12,-12,-3,-8,-3,-1.2
CCC(NC(=O)CNC(=O)c1ccc2c(c1)OCO2)c1ccc(Br)cc1 (stereo not drawn),0,9,-4,-2,-14,14,1,-8,-4,1.0
CCOC(=O)N1CCN(C(=O)c2ccc(C#CC3(O)CCCCC3)cc2)CC1,1,1,2,/,16,-16,0,-10,-4,-1.1

# Some of these compounds in order of formula weight, rising.
SMILES,HTR5A ag ctr,Rtt109 HAT inh,MITF act,Wnt act,SR-BI DiI inh,SR-BI uptake up,RTF Ca sens act,dFosB activator,PvdQ acylase,CDK5 inh
CCC(NC(=O)CNC(=O)c1ccc2c(c1)OCO2)c1ccc(Br)cc1 (stereo not drawn),0,9,-4,-2,-14,14,1,-8,-4,1.0
CCCn1c(SCC(=O)Nc2nnc(-c3ccccc3)s2)nnc1-c1ccccn1,-4,12,11,-4,/,/,-9,-9,14,-1.3
O=C(CN1CCN(C(=S)NC2CCCC2)CC1)Nc1ccc(Oc2ccccc2)cc1,7,-5,-4,/,12,-12,-3,-8,-3,-1.2
COc1cc(NC(=O)Cn2cnc3sc(C)c(S(=O)(=O)N4CCOCC4)c3c2=O)cc(OC)c1OC,1,-20,0,-2,/,/,-5,-6,-12,-0.4

# (next part)
SMILES,HTR5A ag ctr,Rtt109 HAT inh,MITF act,Wnt act,SR-BI DiI inh,SR-BI uptake up,RTF Ca sens act,dFosB activator,PvdQ acylase,CDK5 inh
Cc1ccc(C(=O)NCC(=O)OCC(=O)Nc2ccccc2[N+](=O)[O-])cc1,-3,-46,-6,-5,-22,22,5,-2,-6,0.0
CC(=O)Nc1ccc(C(=O)NNC(=O)c2cccs2)cc1,-5,5,11,-11,-19,19,-4,-2,-9,-0.8
CNc1nccc(-c2ccc(F)cc2)c1C#N,-1,/,3,0,-3,3,4,4,4,0.3
Cc1ccc(CNC(=O)C2CCN(S(=O)(=O)c3cccs3)CC2)o1,1,3,-10,/,-20,20,-3,-10,2,2.4
O=C(CN1C(=O)S/C(=C\c2ccccc2)C1=O)NCCCn1ccnc1,-4,25,-2,-2,27,-27,-2,-4,-7,3.0
CCOC(=O)c1c(C)[nH]c(C(=O)COC(=O)c2cccnc2Cl)c1C,1,-19,83*,16,59,-59,-1,-22,-8,0.7
COc1ccc(NC(=O)C(CCCCNC(=O)OC(C)(C)C)NC(=O)OCc2ccccc2)cc1 (stereo not drawn),1,3,1,-6,19,-19,1,-15,-4,1.4
O=C(N/N=C/C=C/c1ccccc1)c1ccc(Br)cc1,-3,-1,7,/,0,0,8,2,5,6.5
C#CCOCCOCCOCCNc1nc(N2CCN(C(=O)[C@H]([C@@H](C)CC)n3cc(CCCN=C(N)N)nn3)CC2)nc(N2CCN(C(=O)[C@H](Cc3ccc(O)cc3)n3cc(CCO)nn3)CC2)n1,0,2,16,-2,-23,23,2,15,-5,-0.9
CCC(=O)N1CCc2cc(S(=O)(=O)CCC(=O)Nc3ccc(OC)c(OC)c3)ccc21,3,-4,-7,-6,-33,33,-4,4,-17,-0.3
CC1(C)CCc2cc(S(=O)(=O)N3CCN(S(=O)(=O)c4c(F)cccc4F)CC3)ccc2O1,-1,0,36,13,-40,40,3,1,-10,0.1
CC1CCc2nc(NC(=O)CN3CCN(c4ccccc4)CC3)sc2C1 (stereo not drawn),-8,2,-14,/,-3,3,2,-6,-8,-0.3
OCCC1CN(Cc2cccc3nccnc23)CCN1C1CCCC1 (stereo not drawn),-5,-3,-10,-1,-10,10,4,0,-19,-0.7
COc1ccc(OC)c(S(=O)(=O)N2CCN(Cc3ccccc3)CC2)c1,-3,1,/,-1,0,0,-3,-10,-16,-0.6
CCOC(=O)c1cc(CC)sc1NC(=O)C(c1ccccc1)c1ccccc1,-4,-2,-9,-10,-4,4,3,-5,4,0.4
Cc1cccc(-n2c(-c3ccccc3)c[nH]c2=S)c1C,4,5,5,0,/,/,0,-11,-11,0.5
CC(=O)NC1(C(F)(F)F)C(=O)Nc2c1c(=O)[nH]c(=O)n2Cc1ccco1 (stereo not drawn),4,18,3,2,-15,15,-4,6,-6,-0.9
OCC(O)C(O)C(O)C(O)c1nc2ccccc2[nH]1 (stereo not drawn),-1,5,0,-18,-9,9,1,4,-18,-2.1
COc1cc(NC(=O)c2ccccc2[N+](=O)[O-])c(C(=O)O)cc1OC,2,-1,3,-1,-4,4,1,-4,-4,0.9
Cc1ccc(NC(=O)C(C)OC(=O)/C=C/c2ccccc2)cc1S(=O)(=O)N1CCOCC1 (stereo not drawn),-5,6,3,-3,41,-41,-2,-18,-17,1.9
O=C(N/N=C/c1ccccn1)c1ccc(Cl)c(Cl)c1,-4,9,-57,-2,9,-9,-4,-2,9,-0.3
Cc1ccc(-n2c(SCc3nc4ccccc4c(=O)[nH]3)nnc2-c2ccccc2O)cc1,0,-10,-11,-8,-2,2,-1,-4,-5,-0.7
O=C(c1ccccc1)N1CCN(C(=O)c2ccc([N+](=O)[O-])cc2)CC1,2,10,6,-5,-15,15,13,-8,-8,0.2
CC(NC(=O)c1ccc2c(c1)OCO2)C1CCCO1 (stereo not drawn),-4,-8,8,-1,-17,17,4,0,-10,-1.2
Cc1cc(O)c(Oc2cc(C)cc(O)c2O)c(O)c1,1,-7,-1,-1,1,-1,4,-5,-9,1.5
O=C(NCCCO)C(=O)NCC1OCCCN1S(=O)(=O)c1cccs1 (stereo not drawn),17*,-1,7,-4,-1,/,1,3,-18,-0.5
N#CC1=C(N)Oc2cc(Nc3ccccc3)ccc2C1c1ccncc1 (stereo not drawn),4,-3,78,/,31,-31,3,-12,0,-3.6
COCCN(C(=O)COC(=O)C1CC1)c1c(N)n(Cc2ccccc2)c(=O)[nH]c1=O,2,-2,2,2,-14,14,-1,-4,-12,0.3
COc1ccccc1/C=N/NC(=O)c1nnn(-c2nonc2N)c1-c1cccs1,2,-7,10,/,53,-53,-4,-18,-23,0.0
CCOc1ccccc1CN1CCNC(=O)C1CC(=O)N(C)C1CCOCC1 (stereo not drawn),2,9,-8,-2,-5,5,1,-8,-13,2.3
COC(=O)[C@@]1(Cc2ccccc2)[C@H]2C(=O)N(Cc3ccccc3)C(=O)[C@H]2[C@H]2CN=C(SCC(=O)c3ccccc3)N21,-4,-3,16,0,-9,9,-2,4,-7,-0.1
COc1ccc(C(=O)NC2CC2)cc1OC1CCN(Cc2cc(C)cc(C)c2)CC1,-3,1,-12,4,5,-5,3,-6,-2,1.8
NC(=O)CSc1nc2cccnc2n1-c1ccc(F)cc1,2,-7,/,0,-23,23,-3,-4,-4,-1.3
Cc1ccsc1/C=C1\SC(N)=NC1=O,-1,3,5,/,-21,21,-2,2,-4,0.4
COc1ccc(-n2cc(-c3ccccc3)[n+]3c2CCCCC3)cc1,3,/,-42,-19,-33,33,3,3,-8,-0.5
O=C(Cc1c(F)cccc1Cl)NNC(=O)Nc1ccc2c(c1)OCO2,2,-5,3,-2,-38,/,3,4,-5,-1.0
O=C(Nc1nnc(C2CC2)s1)c1cc([N+](=O)[O-])ccc1N1CCCCC1,1,1,-10,/,44,-44,1,-8,-8,0.0
COC(=O)c1cccc(C23CC4(C2)[C@H](CN(Cc2cccnc2)[C@@H]4c2ccccc2)C3c2ccc(Cl)nc2)c1 (stereo partly drawn),-2,-1,2,1,-18,18,-3,-2,-9,-1.0
CCNc1nc(NC(C)C)nc(NS(=O)(=O)c2ccc(Cl)cc2)n1,3,-3,4,/,-13,13,0,-3,-14,0.2
N#CCc1c(C#N)c(N)nc(N2CCN(S(=O)(=O)c3ccccc3F)CC2)c1C#N,-4,-3,13,0,-8,8,2,-3,4,1.5
Cc1[nH]c2ccccc2c1C(=O)NS(=O)(=O)Nc1ccccc1,-3,-6,-8,-1,-17,17,-1,-2,-6,-1.0
Cc1nn(-c2ccccc2)c2nc(N)c(C#N)c(-c3ccc(O)c(O)c3)c12,3,-6,-1,-1,23,-23,1,-7,-14,0.7
Cc1cccc(N2CCN(C(=O)CN(C)S(=O)(=O)c3ccc4c(c3)CCC(=O)N4)CC2)c1C,-1,-15,/,-1,7,-7,-4,-12,-17,-1.9

# Screens from PubChem BioAssay.
